Screens deposited in PubChem by National Center for Advancing Translational Sciences (NCATS).
KCNH2 3.1 block – inhibitors of human KCNH2 3.1 potassium channel isoform | U2OS KCNH2 3.1, thallium flux FluxOr; hits give low values | activity change, % (tested at about 1.8 µM) | actives 0.95% (n = 340,000);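 active = maximum activity change below -70%; inconclusive = maximum activity change from -70% to -50%; inactive = maximum activity change above -50%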;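 also: thallium influx rate constant from kinetic fluorescence after stimulation buffer; % is scaled to controls: 0 for no effect and ±100 for the full control effect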
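We transduce U2OS cells with the mutant 3.1 virus, culture them overnight, load FluxOr with Red40 quencher for 45 min, then add stimulation buffer and read kinetically for 2 min to derive a normalized rate constant.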
CXXC DNA block – inhibitors of human MLL CXXC domain-DNA interaction. Q03164. MLL-CXXC / FITC-HOXA9 DNA fluorescence polarization. Potency, µM (highest dose often 115 µM), for the others: at the top dose activity change, negative = inhibition, actives largely listed as inhibitors. actives 0.037% (n = 290,000); active = well fitted inhibition curve with a large enough effect in the polarisation, with a control signal flat, not every such curve was filed as active; inconclusive = small, poorly fitted or top-dose-only effect, or effect the other way, or a change in a side signal; inactive = no such curve, though single readings can be large or run the other way; the % refers to the polarisation; also: potency is read from the fitted curve at half-maximal effect
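Steps: dispense CXXC domain solution (7 uM) → pin compounds or unlabeled HOX-A9 DNA control → 5 min ambient → add FLSN-HOX-A9 solution (50 nM) → spin → 30 min ambient → fluorescence polarization. Tris pH 7.5/NaCl/DTT/BSA buffer.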
MBNL1 CUG block – blocks human MBNL1 binding to CUG repeat RNA; TR-FRET MBNL1-His/biotin-(CUG)12 binding, 665/545 ratio; Potency, µM (highest dose often 57.5 µM), for inactives: at the highest dose activity change, negative = inhibition, most hits filed as inhibitors; actives 0.036% (n = 280,000); AID 2675; active = well fitted inhibition curve with a large enough effect in the signal ratio, with a control signal flat, not every such curve was filed as active; inconclusive = small, poorly fitted or top-dose-only effect, or effect the other way, or a change in a side signal; inactive = no such curve, though single readings can be large or run the other way; the % refers to the signal ratio; also: potency is read from the fitted curve at half-maximal effect; % is scaled to controls: 0 for no effect and ±100 for the full control effect
Target sequence (Q9NR56 whole entry, looked up): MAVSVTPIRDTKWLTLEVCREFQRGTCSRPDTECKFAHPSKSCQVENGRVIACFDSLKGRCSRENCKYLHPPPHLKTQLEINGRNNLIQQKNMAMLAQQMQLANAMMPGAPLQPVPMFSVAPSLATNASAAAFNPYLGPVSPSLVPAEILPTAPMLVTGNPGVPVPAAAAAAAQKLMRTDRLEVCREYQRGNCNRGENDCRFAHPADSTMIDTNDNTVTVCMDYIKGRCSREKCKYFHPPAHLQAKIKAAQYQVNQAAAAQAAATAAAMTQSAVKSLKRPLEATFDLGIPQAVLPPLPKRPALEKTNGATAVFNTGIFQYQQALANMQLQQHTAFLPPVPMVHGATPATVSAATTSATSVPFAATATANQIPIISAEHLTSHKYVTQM
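TR-FRET between His-tagged MBNL1 and biotin-(CUG)12 RNA, detected with Tb anti-His antibody (0.055 ng/ul) and streptavidin-XL665 (5 nM), 60 min at room temperature. Compounds titrated 92 nM to 58 uM; 665/545 nm ratio normalized to buffer and complex controls.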
AT treatment – potential ataxia-telangiectasia treatment; […] A-T fibroblasts, KAP-1 phosphorylation AlphaLISA; neocarzinostatin DNA damage 30 min before lysis; actives 0.19% (n = 320,000); Potency, µM (highest dose often 57.5 µM), without a hit: at the highest dose activation, usual class: activators; also: potency is read from the fitted curve at half-maximal effect; % of control where 0% means no effect; nearly all actives have a fitted effect of over 45% in size
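ATM-like activity read as KAP-1 phosphorylation via AlphaLISA donor/acceptor antibody pairs after lysis and 6 hr at 25C. Cells were ATM-null patient fibroblasts ([…], hTERT), dosed 60 min, then exposed to the DSB inducer NCS for 30 min.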
a7 integrin act – integrin-mediated muscular dystrophy alleviation activation. alpha7betagal myoblasts, beta-gal FDG fluorescence, 48 h. Potency, µM (highest dose often 38.3 µM), without a hit: at the top dose activation, most hits filed as activators. actives 0.064% (n = 350,000);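 also: potency is read from the fitted curve at half-maximal effect; 100% = response of the positive control SU9516; nearly all actives have a fitted effect of over 60% in size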
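Alpha7betagal+/- myoblasts (passage 13) were plated 16-24 hr, then exposed to compounds (1:260 dilution of DMSO stock) for 48 hours at 37C. After MPER lysis, β-galactosidase reporter activity was read as FDG fluorescence (ex 480/em 540) after 30 minutes.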
TRPV1 ag – human TRPV1 agonism | TRPV1-expressing cells, Fluo-8 calcium influx, agonist mode | actives 0.19% (n = 320,000) | AID 540275 | activation, % at 8.33 µM; in the data active = activation above about 80%; inconclusive = between about 30% and that limit; also: 0% is about no effect
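TRPV1-expressing cells were cultured overnight at 35.5C and loaded with Fluo-8 calcium dye for 40 to 90 min at room temperature. After a 10 s baseline, compound was added and calcium influx was read kinetically for 3 min (ex 480/em 520 nm).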
GALK inhibitor – blocks human galactokinase activity | actives 0.007% (n = 270,000) | P51570 | Purified GALK, Kinase-Glo residual ATP luminescence | AID 1868 | Potency, µM (highest dose often 57.5 µM), without a hit: at the top dose activity change, negative = inhibition, usual class: inhibitors; also: potency is read from the fitted curve at half-maximal effect; % is scaled to controls: 0 for no effect and ±100 for the full control effect
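The enzyme phosphorylates galactose (100 uM) using ATP (35 uM); inhibition is detected as higher residual ATP, quantified by bioluminescence after 1 h reaction at room temperature, pH 8.0.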
S-ASM inh – inhibitors of human secretory acid sphingomyelinase; P17405; placental ASM, HMU-PC fluorogenic substrate, 60 min; Potency, µM (highest dose often 57.5 µM), for inactives: at the top dose activity change, negative = inhibition, actives largely listed as inhibitors; actives 0.006% (n = 340,000); also: potency is read from the fitted curve at half-maximal effect
Target sequence (P17405 47-631 limits assumed): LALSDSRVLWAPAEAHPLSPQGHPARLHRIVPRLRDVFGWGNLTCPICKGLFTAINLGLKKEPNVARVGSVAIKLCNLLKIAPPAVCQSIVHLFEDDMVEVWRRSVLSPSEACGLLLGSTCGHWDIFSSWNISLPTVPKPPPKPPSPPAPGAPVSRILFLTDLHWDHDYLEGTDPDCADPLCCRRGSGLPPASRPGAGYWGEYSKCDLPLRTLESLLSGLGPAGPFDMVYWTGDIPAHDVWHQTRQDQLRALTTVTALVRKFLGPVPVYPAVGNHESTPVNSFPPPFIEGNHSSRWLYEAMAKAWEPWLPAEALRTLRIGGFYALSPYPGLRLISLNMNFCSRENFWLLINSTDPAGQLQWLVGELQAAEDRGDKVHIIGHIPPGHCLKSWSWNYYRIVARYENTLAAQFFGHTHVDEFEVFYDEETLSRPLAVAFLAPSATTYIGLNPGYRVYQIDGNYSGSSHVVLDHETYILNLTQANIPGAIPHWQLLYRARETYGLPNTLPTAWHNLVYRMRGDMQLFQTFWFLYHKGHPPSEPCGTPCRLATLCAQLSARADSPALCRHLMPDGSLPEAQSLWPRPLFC
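qHTS format. ASM enzyme prepared from human placenta hydrolyses the fluorogenic substrate HMU-PC0 (9 uM final) over 60 min at 37 °C after a 10 min compound preincubation.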
hERG WT inh – KCNH2 (human, wildtype) channel inhibition; Q12809; U2OS, BacMam KCNH2, thallium flux FluxOr; hits give low values; activity change, % at 1.84 µM; actives 0.37% (n = 340,000); AID 720551;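 active = maximum activity change below -70%; inconclusive = maximum activity change between -70% and -50%; inactive = maximum activity change above -50%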; also: % is scaled to controls: 0 for no effect and ±100 for the full control effect
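U2OS cells were transduced with wild-type KCNH2 virus (2.03 x 10^8 / mL) for 4 h at room temperature, then cultured overnight at 37 C. Thallium flux was read with FluxOr dye. Rate constants were normalized to DMSO controls.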
FBPA coupling cs – counter-screen for Giardia aldolase inhibitors: coupling enzyme system. activity change, negative = inhibition, % at 58.2 µM, hits read low. actives 0.67% (n = 290,000). coupling enzyme system counterscreen, AmpLite Red fluorescence; in the data active = activity change below about -30%; also: % is scaled to controls: 0 for no effect and ±100 for the full control effect
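Counterscreen lacking aldolase: glyceraldehyde-3-phosphate coupling-enzyme reagent preincubated 10 min at RT with compound (at 57.5 uM final), then substrate/coupling system with AmpLite Red added; fluorescence read at 525/598 nm after 20 min RT.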
* = called active by the depositor; ? = inconclusive; . = not tested or not shown; [ ] = remark or other dose. Unless noted, calls follow the shape of the dose curve; as a rule, active = well fitted curve in the direction sought with a large enough effect; inconclusive = small, poorly fitted or top-dose-only effect, or another doubt; inactive = no such curve, though single readings can be large; an effect the other way counts as inactive or inconclusive.

SMILES	KCNH2 3.1 block	CXXC DNA block	MBNL1 CUG block	AT treatment	a7 integrin act	TRPV1 ag	GALK inhibitor	S-ASM inh	hERG WT inh	FBPA coupling cs
O=C(O)C1CCN(c2c([N+](=O)[O-])cc(C(F)(F)F)cc2[N+](=O)[O-])CC1	1	0%	?	-6%	11%	.	-9%	-2%	-5	10
Cc1ccccc1C(=O)N1CCC(C(=O)NC2CCCCCC2)CC1	-15	?	-2%	-2%	-16%	0	-4%	29%	-7	2
CCCCc1ccc(C(=O)NC(C(=O)O)C(C)C)cc1 (stereo not given)	-9	-9%	-8%	-4%	7%	-4	0%	4%	3	8
CCNC(=O)NC(=O)C(C)Oc1ccc(Br)cc1Br (stereo not given)	-22	-7%	-7%	?	0%	5	3%	4%	-12	-1
Cc1noc(C)c1CSCC(=O)NC1=NCCS1	0	12%	-6%	-2%	-2%	-3	5%	0%	41	2
Cc1ccc(C)c(NC(=O)c2ncn[nH]2)c1	-3	-5%	-2%	1%	9%	-2	-4%	3%	2	.
O=C(c1ccccc1F)N1CCN(c2ccc([N+](=O)[O-])c(N3CCOCC3)c2)CC1	12	7%	?	-5%	-33%	2	-1%	-14%	17	6
Cc1ccc(S(=O)(=O)/N=S(\C)C(C)C)cc1 (stereo not given)	3	0%	2%	4%	-15%	-2	2%	-2%	2	0
Cc1csc2c(N3CCCCC3)ncnc12	17	4%	1%	1%	1%	30	.	-2%	3	3
Cc1ccc(-c2noc(CCC(=O)N3CCCC3)n2)cc1	-2	-1%	4%	5%	3%	1	0%	-1%	1	0
CCOC(=O)C1CC2=C(CC(C)(C)CC2=O)N(CCOC)C1=O (stereo not given)	4	.	.	.	8%	.	.	0%	-3	.
O=C(CSc1nnc(-c2ccccc2)o1)OCc1ccccc1	8	-5%	-7%	1%	10%	2	-1%	1%	3	0
c1ccc(-c2cnnc3ccccc23)cc1	-1	.	.	-2%	-9%	2	.	-1%	-5	.
COC(=O)c1c(NC(=O)CN2CCN(c3ccccc3OC)CC2)c2c(C)cccc2n1C	.	2%	-9%	15%	.	-1	2%	.	.	0
COc1cccc(CC(=O)OCC(=O)NNC(=O)c2ccc(Br)cc2)c1	8	.	.	1%	?	8	.	2%	-4	.
O=C(CSc1ncccc1-c1nc2ccccc2[nH]1)Nc1ccc2c(c1)OCCO2	-4	-16%	.	6%	-6%	-1	1%	-1%	29	1
Cc1c(N=Nc2c(-c3ccc([N+](=O)[O-])cc3)[nH]n(C(N)=S)c2=O)cccc1[N+](=O)[O-]	3	-1%	3%	-2%	-5%	2	7%	-4%	-1	2
O=C(COc1ccc2c(c1)oc(=O)c1ccccc12)N[C@@H](Cc1c[nH]c2ccccc12)C(=O)O	-6	-12%	3%	1%	-6%	-3	.	-2%	-2	4
CN(C)S(=O)(=O)N1CCC(C(=O)O)(c2ccccc2)CC1	4	3%	-7%	6%	16%	3	1%	-1%	-6	-1
Cc1occc1C(=O)Nc1cccc(S(=O)(=O)N2CCOCC2)c1	-7	.	.	7%	-35%	.	.	4%	-7	.
CSc1sc(C)cc1C1C(C#N)=C(N)N(c2cccnc2)C2=C1C(=O)CC(C)(C)C2 (stereo not given)	3	-13%	1%	-5%	-34%	9	2%	-3%	6	3
COc1c2c(cc3oc(=O)ccc13)OC(C)(C)C=C2	2	11%	-1%	38%	-12%	25	2%	44%[activator]	2	4
CC(=O)c1cccc(NC(=O)C2CC(=O)N(CCc3ccccc3)C2)c1 (stereo not given)	-15	-2%	-22%	-2%	25%	5	2%	3%	-1	0
O=C(c1cc(-c2cccs2)nc2ccccc12)N1CCN(c2ccccc2O)CC1	-1	-5%	5%	9%	-15%	1	-1%	-4%	1	-1
O=C1CSC(=S)N1N=Cc1cccc2ccccc12	-5	.	.	.	20%	.	.	-9%	-4	.
Cc1ccc(C)c(C(=O)COC(=O)CN2C(=O)C3C4CCC(C4)C3C2=O)c1 (stereo not given)	11	47%[activator]	-4%	1%	5%	16	-2%	-2%	1	1
CCn1c(=O)cc(O)c2ccccc21	3	-1%	-3%	0%	14%	-3	4%	4%	3	-2
CC1CCN(C(=O)c2ncn(Cc3ccccc3)c2C(=O)N2CCC(C)CC2)CC1	3	.	.	-2%	-15%	.	.	2%	3	.
CCCOc1ccc(Cn2c(C)nc([N+](=O)[O-])c2SCC(O)COC)cc1[N+](=O)[O-] (stereo not given)	-11	2%	15%	-14%	-9%	3	2%	0%	16	2
C=CCNS(=O)(=O)c1ccc(OCC(=O)OCC)cc1	16	-5%	?	0%	18%	-1	3%	4%	1	0
COc1ccc2c(c1)c1ncn(CC3CCCO3)c(=O)c1n2C (stereo not given)	7	1%	.	3%	-17%	-2	0%	281%[activator]	4	-2
CCC(=O)Nc1ccc(S(=O)(=O)Nc2c(C)nc3nc[nH]n3c2=O)cc1	-10	-1%	-2%	-3%	-27%	-3	11%	2%	-3	4
CCOC(=O)N1CCC(=NNc2nc(C)cc(=O)[nH]2)CC1	-1	10%	?	-2%	12%	3	-1%	2%	-1	-2
O=C(Oc1ccc(N(C(=O)c2ccncc2)S(=O)(=O)c2ccc(F)cc2)cc1)c1ccncc1	-5	-5%	-10%	2%	-13%	-2	1%	7%	-2	0
COc1ccc(C(=O)OC(COc2ccccc2)Cn2ccnc2)cc1 (stereo not given)	-17	1%	-7%	4%	11%	9	-2%	-1%	2	5
COc1ccc(/C=C2\SC(=S)N(CCCC(=O)Nc3cccc(C(=O)O)c3)C2=O)cc1OC	8	0%	-7%	12%	-9%	27	7%	?	17	.
CC(/C=C/C1(O)C(C)CC(=O)CC1(C)C)OC1OC(CO)C(O)C(O)C1O (stereo not given)	-8	-21%	-17%	-24%	-7%	-1	-1%	4%	-6	-2
COc1cccc(C(=O)NCc2ccco2)c1	-11	1%	1%	-10%	-46%[inhibitor]	-3	0%	3%	10	1
COc1ccccc1NC(=O)CCn1cccc1	0	2%	-12%	-7%	-7%	-7	0%	4%	0	-1
Cc1cc2c(=O)n(C)c(SCC(=O)Nc3ccccc3C)nc2s1	-6	.	.	2%	7%	-4	.	-5%	-5	.
Nc1nc(CCl)nc(N(c2ccccc2)c2ccccc2)n1	5	-12%	-11%	-2%	-21%	9	4%	4%	2	2
CC1CCCCN1C(=O)c1cccc(NC2=C(Cl)C(=O)N(Cc3ccccc3)C2=O)c1 (stereo not given)	-8	.	.	-5%	-52%[inhibitor]	?	.	-13%	-13	.
COc1ccc(S(=O)(=O)N2CCCC2CNC(=O)C(=O)Nc2ccc(F)cc2)cc1 (stereo not given)	-4	.	.	-8%	-25%	-6	.	1%	5	.
CCc1noc(C)c1C(=O)OCC(=O)Nc1cccc(C)c1	3	.	.	10%	13%	3	.	-2%	43	.
COc1ccc(CNC(=O)COc2cc(O)c3c(c2)OC(C)(C)CC3=O)cc1	-1	1%	9%	-1%	21%	?	.	0%	0	-4
CCCOc1ccc(N2C(=O)CC(S/C(N)=N/N=C(\C)c3cccs3)C2=O)cc1 (stereo not given)	-1	-19%	-6%	-4%	31%	-2	.	-5%	-5	0
CCS(=O)(=O)c1ccc2oc(=O)c(/C=C(\O)c3ccc(Cl)cc3)nc2c1	0	10%	16%	8%	7%	7	-1%	2%	3	11
CCN(CC(=O)Nc1ccc2c(c1)OCCO2)CC(=O)Nc1ccc(C)c(S(=O)(=O)N(C)C)c1	11	.	.	16%	16%	.	.	-1%	-12	.
CCc1nc(N)nc(N)c1-c1ccc(Cl)c([N+](=O)[O-])c1	2	.	.	.	-12%	.	.	-1%	5	.
Cc1cc(NC(=O)CCC(=O)N(Cc2ccco2)C(C(=O)NC2CCCC2)c2ccccc2)no1 (stereo not given)	12	-8%	1%	0%	2%	1	0%	5%	5	3
Cn1nnc2cc(NC(=O)N3CCN(c4ccccn4)CC3)ccc21	-4	-2%	-1%	0%	-7%	0	0%	-1%	-4	-1
COc1ccc2[nH]c3c(c2c1)CCC/C3=N\N	-14	-13%	13%	-3%	32%	-2	2%	27%	5	-9
CC1CCN(C(=O)c2ccc(S(=O)(=O)N(C)C)cc2)C(C)C1 (stereo not given)	-19	-7%	2%	5%	11%	1	0%	1%	-9	3
Cc1ccc(CNS(=O)(=O)NCc2ccccc2)cc1	-7	-2%	-8%	-3%	0%	1	1%	0%	-5	2

An excerpt of these results, with bars between the fields.
Molecule | KCNH2 3.1 block | CXXC DNA block | MBNL1 CUG block | AT treatment | a7 integrin act | TRPV1 ag | GALK inhibitor | S-ASM inh | hERG WT inh | FBPA coupling cs
COc1cccc(C(=O)NCc2ccco2)c1 | -11 | 1% | 1% | -10% | -46%[inhibitor] | -3 | 0% | 3% | 10 | 1
COc1ccc(/C=C2\SC(=S)N(CCCC(=O)Nc3cccc(C(=O)O)c3)C2=O)cc1OC | 8 | 0% | -7% | 12% | -9% | 27 | 7% | ? | 17 | .
